HSF1 activator: increases HSF-1 driven luciferase reporter signal; NIH3T3-HGL HSF-1 luciferase reporter, MG132, 8 h; 100% = twice DMSO control signal; activation, % at 9 µM; 300,000 tested, 1.7% active; AID 504408;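 active means mean replicate activation of at least 50% with a set share of replicates each reaching 50%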;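 further: 0% = median of the neutral control wells and 100% = twice that signal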
Platelet DG rel: modulates dense granule release in human platelets. human platelet-rich plasma, SFLLRN dense granule ATP release, luminescence. inhibition, %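 (compounds screened at 7.5 µM in platelet-rich plasma)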. 300,000 tested, 0.22% active. AID 1663;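 active means mean replicate score, as percent of positive control, at or above 50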
GSK3A inh: blocks human GSK-3 alpha kinase; ADP-Glo luminescence, 60 min; inhibition, % at 10 µM; 320,000 tested, 0.1% active;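 in the data active means inhibition above about 50%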;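 further: GST-tagged GSK-3 alpha with peptide substrate and 25 µM ATP; 0% = DMSO neutral wells and 100% = GW8510 positive control wells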
Target sequence (P49840 whole entry, looked up): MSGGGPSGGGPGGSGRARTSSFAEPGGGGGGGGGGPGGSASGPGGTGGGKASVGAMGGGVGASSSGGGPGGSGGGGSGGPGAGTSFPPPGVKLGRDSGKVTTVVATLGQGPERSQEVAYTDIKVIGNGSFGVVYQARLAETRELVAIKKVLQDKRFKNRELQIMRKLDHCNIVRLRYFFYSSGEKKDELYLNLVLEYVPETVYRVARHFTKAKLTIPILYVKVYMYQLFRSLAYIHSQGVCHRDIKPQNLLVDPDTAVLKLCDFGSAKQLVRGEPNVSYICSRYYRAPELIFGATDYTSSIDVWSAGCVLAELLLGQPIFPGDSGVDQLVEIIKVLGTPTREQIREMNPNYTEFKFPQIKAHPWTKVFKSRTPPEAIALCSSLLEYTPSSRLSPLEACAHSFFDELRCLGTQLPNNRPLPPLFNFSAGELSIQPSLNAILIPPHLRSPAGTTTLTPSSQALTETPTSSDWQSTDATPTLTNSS
DYRK1A inh: blocks rat Dyrk1A kinase activity; Q63470; ADP-Glo luminescence, NFATc1 peptide; inhibition, % at 12.5 µM; 310,000 tested, 0.43% active; AID 504441; in the data active means inhibition above about 50%;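 further: plate controls were vehicle with enzyme for no effect and no enzyme for full effect; many of its hits are not listed in these tables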
GSK3beta inhib: blocks human GSK3beta kinase activity. P49841. GST-GSK3beta kinase, ADP-Glo luminescence, 60 min; active compounds read low. activity score (negative = inhibition), % at 10 µM. 300,000 tested, 0.038% active;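 active means more than half of replicate wells score below -50%, meaning over 50% inhibition versus plate controls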;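 further: 0% = median DMSO wells and -100% = median GW8510 positive control wells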
Target sequence (P49841 whole entry, looked up): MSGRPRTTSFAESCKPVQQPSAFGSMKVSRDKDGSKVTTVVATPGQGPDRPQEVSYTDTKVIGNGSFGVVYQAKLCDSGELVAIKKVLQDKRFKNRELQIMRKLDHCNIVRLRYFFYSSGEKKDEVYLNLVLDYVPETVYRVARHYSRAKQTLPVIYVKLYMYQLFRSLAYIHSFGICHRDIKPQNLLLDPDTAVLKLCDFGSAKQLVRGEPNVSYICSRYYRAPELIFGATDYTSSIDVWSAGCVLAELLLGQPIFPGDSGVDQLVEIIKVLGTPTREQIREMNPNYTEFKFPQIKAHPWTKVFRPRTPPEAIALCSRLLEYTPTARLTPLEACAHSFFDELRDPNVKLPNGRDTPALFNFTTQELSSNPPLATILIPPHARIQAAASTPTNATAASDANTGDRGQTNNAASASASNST
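Assay system: GST-tagged human GSK3beta kinase, cell-free; Input: 1.6 ng GSK3beta; Medium: Tris/MgCl2 kinase buffer; Timing: 60 min enzyme reaction, room temperature; Signal: ADP-Glo luminescence quantifying ADP generated by kinase; Evaluation: score relative to plate controls; Benchmarks: DMSO neutral wells and GW8510 at 20 µM as positive.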
KLF5 inh: kruppel-like factor 5 inhibition; DLD-1 KLF5 promoter-luciferase reporter, luminescence; inhibition, % at 5 µM; 290,000 tested, 0.23% active;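 active means inhibition above a per-plate limit of that plate's mean compound inhibition plus 3 SD, cut at about 60% in these data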;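 further: 0% = DMSO wells and 100% = LY294002 at 200 µM; higher means less KLF5 promoter-driven luciferase light; inactives centre near -14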
HSP90 inh: inhibitors of HSP90 luciferase refolding in rabbit reticulocyte lysate | luciferase refolding luminescence, 3 h | inhibition, % at 5.6 µM | 290,000 tested, 0.91% active;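 active means inhibition above the screen-wide mean plus 3 SD, computed separately per campaign, cut at about 16% in these data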;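 further: 0% = DMSO wells and 100% = 60 µM geldanamycin wells; inhibitors lower the luminescence because luciferase stays unfolded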
HSF1 inhib: HSF1 inhibition. NIH3T3-HGL HSE-luciferase, MG132-induced, luminescence 8 h; active compounds read low. activity change, negative = inhibition, % at 7.5 µM (by protocol). 300,000 tested, 0.77% active. AID 2098;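 active means more than half of replicate wells show activity change below -50%, luminescence cut by over half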;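 further: luciferase reports HSF-1 transcriptional activity via heat shock element; 0% = median of DMSO wells and -100% = zero luminescence signal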
aSyn UTR inh: 5' untranslated region of α-synuclein, MLPCN primary screen; alpha-synuclein 5'UTR reporter, inhibitor activity; inhibition, % (tested at 7.5 µM); 300,000 tested, 0.82% active; AID 1813; in the data active means inhibition above about 60%;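 further: H4 neuroglioblastoma cells stably carrying SNCA 5'UTR luciferase fusion; 0% = DMSO wells and 100% = positive control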
IEC-6 cytotox: kills IEC-6 intestinal cells in KLF5 counter-screen; IEC-6 cytotoxicity, luminescence viability; inhibition, % at 5 µM; 290,000 tested, 0.78% active; in the data active means inhibition above about 22%;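 further: 0% = plate median of test compound wells and 100% = cytotoxic reference compound wells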
* marks the source's active call; other numbers are inactive results; / = no result given.

SMILES	HSF1 activator	Platelet DG rel	GSK3A inh	DYRK1A inh	GSK3beta inhib	KLF5 inh	HSP90 inh	HSF1 inhib	aSyn UTR inh	IEC-6 cytotox
CC(=O)N1CCN(S(=O)(=O)c2cccc(C(=O)Nc3ccc(C)cn3)c2)CC1	20	7	0	5	1	-41	-5	1	-71	0
CCN(CC)Cc1ccccn1	-3	-2	0	7	-3	-32	6	-2	-5	-3
CCOc1ccccc1NC(=O)CC1Nc2ccccc2NC1=O (stereo unspecified)	7	-4	-2	-1	1	20	8	1	30	3
COc1ccc(C(=O)N2CCN=C2SC)cc1	2	-17	-1	/	-1	-36	0	-6	11	-11
CCOC(=O)c1c(CN2CCOCC2)oc2ccc(OC(C)=O)cc12	-11	20	-1	-6	/	-16	0	-6	22	2
CN(CC(=O)Nc1ccc(F)cc1)C(=O)COC(=O)c1ccccc1	11	8	-2	/	-1	/	/	-3	-6	/
CCC1C(=O)N=C(SCC(=O)Nc2ccc(S(N)(=O)=O)cc2)NC1=O (stereo unspecified)	0	-3	6	-1	2	-43	2	-1	20	3
CC(C)CCOc1ccc(C2CC(=O)N(C)C2=O)cc1 (stereo unspecified)	11	8	-4	2	1	-35	1	2	-10	4
COc1ccc(-c2cc3ccc(O)cc3oc2=O)cc1OC	14	71*	-2	2	-22	-74	-6	-2	-41	4
Cc1ccc(S(=O)(=O)N(C)C)cc1NC(=O)COC(=O)C1CCN(S(=O)(=O)c2cccs2)CC1	0	1	-2	4	2	/	/	1	10	/
CCN(C(=O)CN1CCN(Cc2ccccc2)CC1)c1c(N)n(Cc2ccccc2)c(=O)[nH]c1=O	10	0	-1	-1	4	-16	1	2	15	-7
CCCc1nn(C)c(C(=O)Nc2ccc(C(C)(C)C)cc2)c1Cl	-1	-1	-4	0	4	-14	3	1	-41	5
CS(=O)(=O)Nc1ccc(Oc2ncccn2)cc1	2	0	-3	-4	2	-14	1	-4	1	-1
CCc1ccc(OCC(=O)Nc2ccc(CN3CCCCC3)cc2)cc1	7	-4	-2	-1	-1	-16	0	4	-5	2
Cc1cccn2c(NC(=O)c3ccccc3F)c(-c3ccccc3)nc12	23	-2	-1	3	0	-11	2	-4	-2	-7
COc1ccc(S(=O)(=O)CCc2nnc(NC(=O)c3cccs3)s2)cc1	2	-5	-2	-4	-2	-64	2	-1	27	2
CC(OC(=O)c1nn(C)c(=O)c2ccccc12)C(=O)Nc1ccc(S(N)(=O)=O)cc1 (stereo unspecified)	-5	-2	2	-16	1	/	/	0	9	/
Cc1cc(C)cc(NC(=O)C2CCCN2C(=O)NC2CCCCC2)c1 (stereo unspecified)	9	-3	6	2	5	-2	1	2	3	0
O=C1CCN(S(=O)(=O)c2ccccc2)CCN1CCOCc1ccc(Cl)cc1	12	3	-1	-7	0	/	/	4	-7	/
Cc1cc(C(=O)CN2CC(C)OC(C)C2)c(C)n1-c1ccccc1 (stereo unspecified)	3	-31	-2	-4	0	-13	-2	-3	-105	8
CCCCCCCSc1nnc(N)s1	27	-4	-4	-4	1	-11	6	6	-2	5
O=C(COC(=O)c1ccc(Br)o1)NCCCc1ccccc1	-1	1	-2	6	3	-25	-2	-1	-2	-1
O=C(O)COc1ccc(-c2nc(-c3ccccc3)c(-c3ccccc3)[nH]2)cc1	6	6	-3	10	1	-22	3	-1	-2	-2
CCOC(=O)C1C(=O)NCC2CCCC21 (stereo unspecified)	-1	6	-1	7	0	-14	-3	4	-14	-4
COC(=O)c1ccc(C(=O)OC)c(NC(=O)C(C)C)c1	15	11	3	-4	2	5	0	-3	-4	1

Some of these compounds in order of SMILES length, descending.
SMILES	HSF1 activator	Platelet DG rel	GSK3A inh	DYRK1A inh	GSK3beta inhib	KLF5 inh	HSP90 inh	HSF1 inhib	aSyn UTR inh	IEC-6 cytotox
CC(OC(=O)c1nn(C)c(=O)c2ccccc12)C(=O)Nc1ccc(S(N)(=O)=O)cc1 (stereo unspecified)	-5	-2	2	-16	1	/	/	0	9	/
O=C(O)COc1ccc(-c2nc(-c3ccccc3)c(-c3ccccc3)[nH]2)cc1	6	6	-3	10	1	-22	3	-1	-2	-2
CCC1C(=O)N=C(SCC(=O)Nc2ccc(S(N)(=O)=O)cc2)NC1=O (stereo unspecified)	0	-3	6	-1	2	-43	2	-1	20	3
COC(=O)c1ccc(C(=O)OC)c(NC(=O)C(C)C)c1	15	11	3	-4	2	5	0	-3	-4	1
CCOc1ccccc1NC(=O)CC1Nc2ccccc2NC1=O (stereo unspecified)	7	-4	-2	-1	1	20	8	1	30	3
COc1ccc(C(=O)N2CCN=C2SC)cc1	2	-17	-1	/	-1	-36	0	-6	11	-11
CCOC(=O)C1C(=O)NCC2CCCC21 (stereo unspecified)	-1	6	-1	7	0	-14	-3	4	-14	-4

Next section
SMILES	HSF1 activator	Platelet DG rel	GSK3A inh	DYRK1A inh	GSK3beta inhib	KLF5 inh	HSP90 inh	HSF1 inhib	aSyn UTR inh	IEC-6 cytotox
c1ccc(C2CCCN(Cc3nc(CC4CC4)no3)CC2)cc1 (stereo unspecified)	10	2	-2	-1	-5	-10	-2	9	-54	-6
CC(=O)Oc1ccc(-c2ccc(C(=O)NCCc3ccc(S(N)(=O)=O)cc3)cc2)cc1	-10	0	0	-2	-1	35	4	0	21	-4
Cc1ccc(S(=O)(=O)/N=C(/Nc2ccc([N+](=O)[O-])cc2)c2ccccc2)cc1	17	-6	1	0	-3	-5	4	1	-7	-2
COCCCNC(=S)NNC(=S)Nc1cccc(Cl)c1	11	-2	-3	/	0	-57	-3	23	-53	2
Cc1ccc(NC(=O)c2cccnc2)c([N+](=O)[O-])c1	-58	1	0	3	1	-19	1	-45	-63	9
Cc1cccc(N2CCN(C(=O)NC(C)c3ccc(F)c(F)c3)CC2)c1C (stereo unspecified)	3	-3	1	-2	-1	11	-2	-4	22	3
CC(C)N1CCC(N2CCN(CC#Cc3ccccc3)CC2CCO)CC1 (stereo unspecified)	-7	-2	-1	7	-4	-36	-4	-2	-16	-11
Cc1cc(NC(=O)COc2ccc3oc4ccccc4c3c2)no1	-3	9	3	1	-2	0	-1	-5	-14	7
COc1ccc(NC(=O)NC23CC4(C)CC(C)(CC(C)(C4)C2)C3)cc1	-2	-13	-2	0	5	-21	1	-14	-12	-1
CN1CCN(CCCNC(=O)CCC(=O)N2CCOc3ccccc32)CC1	-26	-3	0	5	2	-12	-3	-12	-10	-3
O=C(Cc1ccccc1)N/N=C/c1cc(Br)cs1	46	-8	5	10	-2	-36	2	25	-57	3
CCN(CC)CCNC(=O)C12CC3CC(C)(CC(C)(C3)C1)C2	1	13	-3	/	-2	-25	0	-4	6	0
Cn1c(=O)c(Oc2ccc(F)cc2)c(O)c2ccccc21	0	11	2	-1	0	-21	-3	-5	16	-1
COc1ccc(NS(=O)(=O)c2ccc3oc(Nc4ccc5c(c4)OCCO5)nc3c2)cc1	-8	-8	-1	8	-4	-9	-1	-8	-14	-4
CCOC(=O)N1CCN(CC(=O)Nc2sccc2C#N)CC1	-1	9	1	1	-4	-4	4	-6	17	-5
Cc1ccnc2nc(C(=O)OCC(=O)N(CC(C)C)CC(C)C)nn12	1	2	0	/	0	-26	-1	-3	-19	-7
COc1cccc2oc(-c3ccco3)cc(=O)c12	19	6	5	22	-12	-69	-3	5	-94	-5
CN(C)c1cccc(C(=O)NC2CCCCCC2)c1	-2	-3	-2	2	-1	-169	0	-4	-118	-6
COc1cc(NC(=O)c2noc3c2CCC3)c(OC)cc1Cl	7	4	0	-3	1	-7	-1	4	-34	3
CCOC(=O)c1c(C)n(C)c2ccc(OCC(O)CN3CCC(C)CC3)cc12 (stereo unspecified)	-2	-8	1	1	3	-37	2	-3	-1	-2
C=C(C)COc1ccc(-c2[nH]ncc2-c2ccccc2)c(O)c1	9	-16	-4	15	-3	-9	2	3	-17	0
CC(=O)NCCOC(=O)Nc1cccnc1	-2	-1	2	-2	1	-14	-1	-12	23	-2
CCOc1ccc2nc(N(CCN(C)C)C(=O)c3ccc4c(c3)CCCC4)sc2c1	0	-12	3	4	-4	-8	8	-3	-4	2
COc1ccccc1-c1nc(C#N)c(N2CCCCCC2)o1	-6	3	6	12	1	-17	3	-4	-7	0
O=C(C1CCN(S(=O)(=O)c2ccc(Br)s2)CC1)N1CCN(c2ccccc2)CC1	-4	/	-4	3	-4	-4	3	-4	29	-4
SMILES	HSF1 activator	Platelet DG rel	GSK3A inh	DYRK1A inh	GSK3beta inhib	KLF5 inh	HSP90 inh	HSF1 inhib	aSyn UTR inh	IEC-6 cytotox
COc1ccc(-c2cc(C(=O)NCc3cccnc3)no2)cc1	26	8	-2	2	3	-67	-2	1	-117	3
Cc1ccccc1NC(=O)CCC(=O)N/N=C/c1ccc(F)cc1	-16	-5	-2	-6	2	-28	-2	-1	-18	-3
Cc1onc(-c2ccccc2)c1C(=O)N/N=C/c1cccc(O)c1	67*	18	0	1	0	13	-2	30	6	2
Cc1ccc2[nH]c(C)c(/C=C/c3cc[n+](C)cc3)c2c1	3	-17	2	2	0	-10	2	-10	54	-1
CCOC(=O)c1[nH]c(C)c(C(=O)NC2CCN(C(=O)OCC)CC2)c1C	-3	0	2	0	4	-18	6	-1	8	5
O=C(CSc1nccn1-c1ccccc1)NO	-4	0	-2	-6	0	-16	-6	-9	1	0
O=C(O)CN1C(=O)NC2(CCc3ccccc32)C1=O (stereo unspecified)	6	3	-3	6	3	-6	-4	1	1	-4
CC(=O)NC1(c2cccc(F)c2)CCN(C(=O)Nc2ccc(C#N)cc2)CC1	-6	-10	-1	0	4	-25	6	-6	14	4
O=C(NCc1ccc2c(c1)OCO2)C(=O)NCC1OCCN1S(=O)(=O)c1ccc(Cl)cc1 (stereo unspecified)	10	6	0	2	0	-18	-1	-4	16	-12
Cc1[nH]c2ccccc2c1C(=O)COC(=O)c1ccc([N+](=O)[O-])s1	26	-7	-1	0	1	5	3	20	-7	0
O=C(NCCc1ccc(O)c(O)c1)C1COc2ccccc2O1 (stereo unspecified)	121*	5	1	-4	-4	16	-8	71	-11	9
Fc1cccc(NC(=S)NCc2ccc(Cl)cc2)c1	14	2	-1	1	-1	-22	1	20	15	11
O=C(O)Cn1c(COc2ccc(Cl)cc2)nc2ccccc21	-13	3	-6	2	-3	17	1	0	-12	-5
CC(C)(C)c1nnc2sc(SC/C(O)=C(\C#N)c3nc4ccccc4[nH]3)nn2c1=O	19	-4	18	14	-1	16	1	4	-2	-2
N/C(=N\OC(=O)Cc1cccs1)c1ccc(Br)cc1	2	8	0	3	-1	14	-1	14	-106	0
Cc1noc(C(=O)N2CCN(c3ccccc3)CC2)c1Cl	2	-1	-1	-10	1	-12	1	1	-39	-5
CCC(C)Sc1nc2c(cnn2-c2ccccc2)c(=O)[nH]1 (stereo unspecified)	0	10	0	4	1	0	0	5	36	3
CCOc1ccc(NC(=O)COC(=O)c2c(OC)cccc2OC)cc1	7	1	-2	8	-3	-11	1	-2	0	-2
COC(=O)c1ccc2c(c1)N(Cc1nc(-c3cccc(C)c3)oc1C)C(=O)C1CCCN21 (stereo unspecified)	12	7	/	/	-1	-15	-1	5	25	-1
OCC1(CCc2ccccc2)CCCN(CCCc2ccccc2)C1 (stereo unspecified)	1	9	0	1	3	-27	-1	-7	-1	-2
Cc1ccc(-n2c(C)cc(/C=N/NC(N)=S)c2C)cc1	-19	-9	-2	-4	1	-20	-2	-6	-25	-10
O=C(NCCOc1ccccc1)C1CCC(=O)N(CCc2ccccn2)C1 (stereo unspecified)	-20	-5	0	-3	23	-24	8	-3	9	3

An excerpt; rates above refer to the full screens.
